# FLuc modulator = qHTS profiling assay for firefly luciferase inhibitor/activator using purifed enzyme and Km concentrations of substrates (counterscreen for miR-21 project) | Luciferin 4-monooxygenase (Photinus pyralis), P08659 | purified FLuc, Km substrates, luminescence inhibition | Potency, µM (highest dose often 57.5 µM), for the others: at the top dose activity change, negative = inhibition, usual class: inhibitors | 360,000 compounds, 6.9% hits | AID 588342, 2011;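 note: potency is the fitted concentration of half-maximal effect; plate controls were vehicle for no effect and reference inhibitor for full effect; nearly all actives have a fitted effect of over 55% in size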
#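 Purified P. pyralis luciferase (10nM final) with 10uM D-luciferin and 10uM ATP (Km levels) in 50mM Tris acetate pH 7.5, 10mM Mg acetate, 0.01% Tween-20, 0.05% BSA; qHTS 6-point titration, ~60 µM downward; luminescence read.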
# MBNL1 CUG block = qHTS Assay for Inhibitors of MBNL1-poly(CUG) RNA binding; TR-FRET MBNL1-His/biotin-(CUG)12 binding, 665/545 ratio; 280,000 compounds, 0.036% hits; Potency, µM (titrated, usually from 57.5 µM), for inactives: at the top dose activity change, negative = inhibition, hits mostly inhibitors; AID 2675, 2010; Muscleblind-like protein 1 (Homo sapiens), Q9NR56; active = well fitted inhibition curve with a large enough effect in the signal ratio, with a control signal flat, not every such curve was filed as active; inconclusive = small, poorly fitted or top-dose-only effect, or effect the other way, or a change in a side signal; inactive = no such curve, though single readings can be large or run the other way; the % refers to the signal ratio; note: potency is the fitted concentration of half-maximal effect; % is set by controls: 0 for no effect and ±100 for the full control effect
#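 Compounds (final 92 nM to 58 uM) are added to His-tagged MBNL1 and biotin-(CUG)12, then terbium anti-His antibody and streptavidin-XL665 (5 nM final). After 60 min at room temperature, the 665/545 nm ratio is read.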
# Rab9 prom act = qHTS Assay for Rab9 Promoter Activators. Huh7 Rab9 promoter-luciferase reporter, luminescence, 24 h. Potency, µM (series often up to 9.22 µM), for the others: at the top dose activation, negative = inhibition, actives largely listed as activators. 320,000 compounds, 2.8% hits; note: potency is the fitted concentration of half-maximal effect; % of control where 0% means no effect; nearly all actives have a fitted effect of over 60% in size
#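 Cells were plated at 1500 per well in reduced-serum medium with 10% FBS and left 2 h. Compound in DMSO was then added for 24 h at 37 °C. Reporter signal was read by luminescence after 10 min with luciferase detection reagent.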
# VP16 counter = VP16 counterscreen qHTS for inhibitors of ROR gamma transcriptional activity; Drosophila S2 Gal4-VP16 UAS-luciferase, luminescence, 20 h; Potency, µM (highest dose often 53.6 µM), for the others: at the top dose activity, negative = inhibition, most hits filed as inhibitors; 310,000 compounds, 3.5% hits;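 note: Gal4-VP16 expression switched on by copper sulfate through the metallothionein promoter; potency is the fitted concentration of half-maximal effect; % is set by controls: 0 for no effect and ±100 for the full control effect; nearly all actives have a fitted effect of over 50% in size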
# NPC1 promoter act = qHTS Assay for NPC1 Promoter Activators; Huh7 NPC1 promoter luciferase reporter, 24 h; Potency, µM (titrated, usually from 9.22 µM), inactives show at the top dose activation, usual class: activators; 320,000 compounds, 2.4% hits; AID 485313, 2010;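 note: potency is the fitted concentration of half-maximal effect; % of control where 0% means no effect; nearly all actives have a fitted effect of over 60% in size; reporter is driven by a mutant NPC1 promoter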
#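 Compounds in DMSO were transferred onto Huh7 NPC1-luciferase reporter cells pre-incubated 2 h; after 24 h at 37 °C, Amplite reagent was dispensed and luminescence recorded 10 min later.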
# RORgamma inh = qHTS for inhibitors of ROR gamma transcriptional activity. 310,000 compounds, 5.4% hits. Drosophila S2 Gal4-RORgamma UAS-luciferase reporter, 20 h. Potency, µM (titrated, usually from 53.6 µM), without a hit: at the highest dose activity change, negative = inhibition, actives largely listed as inhibitors. AID 2551, 2010; note: potency is the fitted concentration of half-maximal effect; % is set by controls: 0 for no effect and ±100 for the full control effect; nearly all actives have a fitted effect of over 60% in size
# Target sequence (P51450 whole entry, looked up, the tested form may be a part): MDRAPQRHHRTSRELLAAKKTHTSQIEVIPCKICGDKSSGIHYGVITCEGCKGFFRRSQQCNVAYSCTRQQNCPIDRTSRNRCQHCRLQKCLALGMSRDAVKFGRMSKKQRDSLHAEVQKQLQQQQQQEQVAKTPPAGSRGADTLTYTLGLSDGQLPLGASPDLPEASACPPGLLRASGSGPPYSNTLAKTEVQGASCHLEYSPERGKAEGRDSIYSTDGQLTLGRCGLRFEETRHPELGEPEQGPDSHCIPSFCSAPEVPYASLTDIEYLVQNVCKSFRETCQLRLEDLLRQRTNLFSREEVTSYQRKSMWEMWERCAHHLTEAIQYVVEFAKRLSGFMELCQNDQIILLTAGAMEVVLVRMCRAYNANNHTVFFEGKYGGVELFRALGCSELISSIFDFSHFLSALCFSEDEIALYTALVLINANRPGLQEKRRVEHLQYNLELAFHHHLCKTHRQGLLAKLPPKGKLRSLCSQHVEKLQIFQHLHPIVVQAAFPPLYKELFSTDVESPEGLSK
#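 Compounds are pin-transferred onto Drosophila Schneider cells expressing a copper-inducible Gal4–ROR gamma transactivation domain fusion. After 1 hr, copper sulfate is added to 700 uM final; luciferase is read 20 hr later.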
# PKM2 activator = qHTS Assay for Activators of Human Muscle isoform 2 Pyruvate Kinase | Potency, µM (doses to about 57.5 µM), inactives show at the top dose activation, usual class: activators | purified PKM2, Kinase-Glo ATP luminescence, activation; response scale: 0% is enzyme alone, no compound | 260,000 compounds, 0.34% hits | Pyruvate kinase PKM (Homo sapiens), P14618; note: potency is the fitted concentration of half-maximal effect; % is set by controls: 0 for no effect and ±100 for the full control effect; nearly all actives have a fitted effect of over 55% in size
# Target sequence (P14618 whole entry, looked up, canonical isoform): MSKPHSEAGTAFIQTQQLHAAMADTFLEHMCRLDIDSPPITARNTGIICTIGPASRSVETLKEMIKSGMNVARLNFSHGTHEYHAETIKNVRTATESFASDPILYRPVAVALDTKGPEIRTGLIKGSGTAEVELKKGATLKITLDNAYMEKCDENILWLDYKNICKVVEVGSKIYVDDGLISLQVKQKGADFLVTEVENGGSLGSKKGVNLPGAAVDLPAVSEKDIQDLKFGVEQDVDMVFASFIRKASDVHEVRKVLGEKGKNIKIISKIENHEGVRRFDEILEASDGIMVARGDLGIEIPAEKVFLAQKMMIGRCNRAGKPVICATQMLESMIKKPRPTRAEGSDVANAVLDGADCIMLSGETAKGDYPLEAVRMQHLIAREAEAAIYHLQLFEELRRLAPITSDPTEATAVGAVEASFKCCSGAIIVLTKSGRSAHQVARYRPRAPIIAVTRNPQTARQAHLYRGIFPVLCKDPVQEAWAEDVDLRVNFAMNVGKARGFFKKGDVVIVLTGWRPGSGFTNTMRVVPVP
#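 Kinase-Glo luminescence reports ATP generated from ADP (0.1 mM) and PEP (0.5 mM) by purified hPK-M2 after 1 h at room temperature, pH 7.2 imidazole buffer; intermediate enzyme activity allows detecting inhibitors and activators.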
# Mito fusion act = qHTS Assay for Small Molecule Inhibitors of Mitochondrial Division or Activators of Mitochondrial Fusion. S. cerevisiae fusion-defective mutant growth rescue, CellTiterGlo 48 h. Potency, µM (titrated, usually from 46.1 µM), without a hit: top-dose growth rescue (activation), most hits filed as activators. 320,000 compounds, 0.23% hits;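 note: potency is the fitted concentration of half-maximal effect; % of control where 0% means no effect; nearly all actives have a fitted effect of over 45% in size; temperature-sensitive fusion mutants such as fzo1-1 at 37 °C on non-fermentable ethanol glycerol medium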
#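 Luminescent cell viability in 1536-well qHTS format served as the measure of rescued growth in ts fusion-mutant S. cerevisiae cultured on non-fermentable YPEG for 48 hours at 37C.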
# KCNH2 3.1 block = qHTS for Inhibitors of KCHN2 3.1: Mutant qHTS | Potassium voltage-gated channel subfamily H member 2, brain isoform KCNH2 3.1 (human) | U2OS KCNH2 3.1, thallium flux FluxOr; stronger effect = lower value | activity change, % (tested at about 1.8 µM) | 340,000 compounds, 0.95% hits | AID 720553, 2013;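 active = maximum activity change below -70%; inconclusive = maximum activity change from -70% to -50%; inactive = maximum activity change above -50%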;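 note: thallium influx rate constant from kinetic fluorescence after stimulation buffer; % is set by controls: 0 for no effect and ±100 for the full control effect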
#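 Normalized rate constant (relative to positive and negative DMSO controls) derived from a 2 min kinetic fluorescence read after stimulation; U2OS cells expressing the 3.1 isoform via virus at 1.77 x 10^8 /mL.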
# Menin MLL FP TR = qHTS Assay for Inhibitors Targeting the Menin-MLL Interaction in MLL Related Leukemias: Competition With Texas Red Labeled MLL-derived Mutant Peptide. 270,000 compounds, 0.23% hits. Potency, µM (titrated, usually from 61.6 µM), without a hit: top-dose FP activity change, negative = inhibition, hits mostly inhibitors. AID 1768, 2009. Menin + Texas Red MLL mutant peptide, fluorescence polarization; active = well fitted inhibition curve with a large enough effect in the polarisation, with a control signal flat, not every such curve was filed as active; inconclusive = small, poorly fitted or top-dose-only effect, or effect the other way, or a change in a side signal; inactive = no such curve, though single readings can be large or run the other way; the % refers to the polarisation; note: potency is the fitted concentration of half-maximal effect; % of control where 0% means no effect; many of its hits are not listed in these tables
# ELG1 DNA repair = qHTS screen for small molecules that inhibit ELG1-dependent DNA repair in human embryonic kidney (HEK293T) cells expressing luciferase-tagged ELG1; HEK293T ELG1-luciferase reporter, luminescence, 16 h; DNA damage induced by 5-fluorouridine; Potency, µM (titrated, usually from 46.1 µM), for inactives: at the highest dose activity change, negative = inhibition, actives largely listed as inhibitors; 330,000 compounds, 2.3% hits; note: potency is the fitted concentration of half-maximal effect; % is set by controls: 0 for no effect and ±100 for the full control effect; nearly all actives have a fitted effect of over 55% in size
#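 Quantitative HTS, concentration-response format. 2,000 cells/well co-treated with 5-fluorouridine and compound, 16 hr in 5% CO2 at 37 °C; ONE-Glo luminescence read after 30 min.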
# * marks the source's active call; other numbers are inactive results; u = inconclusive; x = no result given; [ ] = remark or other dose. Unless noted, calls come from the whole dose curve; as a rule, active = well fitted curve in the direction sought with a large enough effect; inconclusive = small, poorly fitted or top-dose-only effect, or another doubt; inactive = no such curve, though single readings can be large; an effect the other way counts as inactive or inconclusive. Some of the compounds tested, so the mix of outcomes need not match the whole.
SMILES	FLuc modulator	MBNL1 CUG block	Rab9 prom act	VP16 counter	NPC1 promoter act	RORgamma inh	PKM2 activator	Mito fusion act	KCNH2 3.1 block	Menin MLL FP TR	ELG1 DNA repair
C1=C(c2ccccc2)Nc2nnnn2C1	13%	6%	13%	-7%	6%	-8%	18%	4%	-39	u	11%
Clc1cccc(Cl)c1CSc1nnc([C@@H]2CCCN2)o1	6%	x	-3%	-10%	-2%	4%	-7%	-3%	8	x	-1%
Cc1nc2ccc(Cl)cc2c(-c2ccccc2F)c1CC(=O)O	-1%	-6%	1%	-3%	-1%	27%	0%	-1%	4	-23%	1%
O=S(=O)(c1ccccc1F)N1CCN(CCOc2ccccc2)CC1	4%	x	-2%	x	-4%	x	x	3%	-1	x	11%
CCCC(=O)Nc1ccc(Br)c(Cl)c1	-3%	-3%	3%	8%	0%	3%	-3%	13%	-6	x	-14%
COc1cccc(NC(=O)Nc2cc(C(=O)O)ccc2N2CC3CC(C2)c2cccc(=O)n2C3)c1 (stereo unspecified)	0%	-3%	-7%	-8%	-7%	0%	x	14%	12	x	-1%
COc1ccc(C(=O)NNC2CC(=O)N(Cc3ccc(Cl)cc3)C2=O)cc1OC (stereo unspecified)	8%	-21%	1%	7.1µM*	0%	u	11%	1%	u	1%	2%
CC(=O)N1CCN(C(=O)c2ccc(OC3CCN(Cc4ccccn4)CC3)cc2)CC1	-1%	-5%	7%	3%	-1%	26%	0%	0%	9	-4%	7%
CCc1c(C)nc2ncnn2c1N1CCC(C(=O)Nc2ccccc2)CC1	1%	-7%	-9%	6%	-6%	24%	-1%	-3%	-17	19%	21µM*
COc1nnc(-c2ccc(C)c(S(=O)(=O)NC(C)C)c2)c2ccccc12	4%	4%	0%	-5%	-1%	-15%	x	10%	6	-6%	-12%
C=CCN=C(NC#N)SCc1ccccc1Cl	5%	-7%	3%	-6%	-1%	12%	-3%	-1%	-2	0%	4%
Cn1c(Cn2c(=O)sc3ccccc32)nnc1SCC(N)=O	3%	-14%	-3%	-1%	1%	9%	5%	5%	20	-8%	-2%
Cc1ccc2nc(-c3ccncc3)cc(C(=O)NCc3ccccc3F)c2c1	u	u	9%	-4%	4%	-1%	-4%	11%	-2	-2%	-2%
C=CCN(c1ccc(C(N)=O)cc1)S(C)(=O)=O	4%[2.3 µM]	3%	2%	-1%	2%	-5%	-5%	-2%	-2	15%	6%
O=C(Cc1cccc2ccccc12)Nc1ccc2c(c1)C(=O)NC2=O	-6%	20%	-13%	-6%	-4%	-1%	1%	0%	4	19%	5%
CC(C)c1cccc(-c2ccc3c(c2)S(=O)(=O)c2cccc(C(=O)O)c2C3=O)c1	u	x	2%	x	-1%	x	x	-12%	-10	x	20%
COc1cccc(OCc2ccc(C(=O)NCC3CCCO3)cc2)c1 (stereo unspecified)	-5%	-6%[11.5 µM]	0%	-6%	-5%	u	6%	-10%	0	-6%	-6%
O=C(c1ccsc1)N1CCCC(N2CCN(c3cccc(C(F)(F)F)c3)CC2)C1 (stereo unspecified)	1%	-4%	-2%	-4%	2%	u	x	6%	-15	x	-24%
CC(=O)c1sc(NC(=O)CS(=O)(=O)c2ccccc2)nc1-c1ccccc1	2%	x	1%	x	11%	x	x	-3%	1	x	u
COc1ccc(NC(=O)c2cc3c([nH]c4ccccc43)c(C)n2)cc1	1%	u	-1%	-3%	2%	-1%	16%	13%	x	u	-19%
COc1ccc(/C=N/Nc2nc(Nc3ccccc3)nc(N3CCCC3)n2)cc1[N+](=O)[O-]	-13%	-11%	-19%	-30%	-9%	13µM*	-4%	-5%	-12	u	u
COc1ccc(N2CCN(C(=O)CN3C(=O)COc4ccccc43)CC2)cc1	4%	-1%	-2%	-4%	-3%	10%	0%	10%	-15	3%	-3%
Cn1c(SCC(=O)N2CCc3ccccc32)nnc1-c1ccc(S(=O)(=O)N2CCCC2)cc1	-2%	x	-1%	3%	-1%	27%	0%	1%	-13	-9%	-8%
O=C(NCc1ccc2c(c1)OCO2)c1ccc(COc2cccc(Cl)c2)o1	-9%	-7%	1%	11%	0%	12%	1%	u	0	-1%	u
O=C(c1ccc2nc3ccc(Cl)cc3c(=O)n2c1)N1CCOCC1	-19%	10%	6%	-28%	-2%	-3%	-3%	-3%	-2	3%	6%
O=C(NC1=NCCS1)C1CC(=O)N(c2ccc(F)cc2)C1 (stereo unspecified)	-1%	-1%	-1%	1%	-3%	8%	3%	0%	5	-12%	6%
CN(C)CCCN1C(=O)C(=O)/C(=C(/O)c2ccc(OCc3ccccc3)cc2)C1c1cccnc1 (stereo unspecified)	2%	7%	8%	6%	1%	1%	-3%	-2%	x	-10%	10%
CCNC(=O)C1CCCN1C(=O)C(CCCN=C(N)N)NC(=O)C(CC(C)C)NC(=O)C(Cc1cn(Cc2ccccc2)cn1)NC(=O)C(Cc1ccc(O)cc1)NC(=O)C(CO)NC(=O)C(Cc1c[nH]c2ccccc12)NC(=O)C(Cc1cnc[nH]1)NC(=O)C1CCC(=O)N1 (stereo unspecified)	-1%	-11%	0%	-7%	0%	-9%	0%	-2%	-37	-17%	17%
Cn1cccc1C(C#N)c1ccccc1C#N (stereo unspecified)	4%	5%	-5%	9%	-8%	-20%	4%	16%	-1	0%	-3%
COc1cccc(N2CCN(C(=O)c3ccc4ccccc4c3)CC2)c1	-15%	x	1%	x	-2%	x	x	5%	1	x	16%
Cc1nc(NC(=O)CSc2ccccc2N)sc1C	-10%	-2%	-2%	8%	1%	3%	-1%	-2%	0	-20%	u
CCOc1ccc(Nc2cc(C)nc(-n3nc(C)cc3C)n2)cc1	-2%	8%	-16%	0.89µM*	-11%	0.16µM*	2%	-2%	4	-9%	u
O=C(N/N=C/c1ccccc1OCc1ccccc1)c1cccs1	4.3µM*	x	-4%	-20%	9%	u	-11%	-1%	-26	-19%	4%
CCC(OC(=O)c1nsc(Cl)c1Cl)C(=O)NCC1CCCO1 (stereo unspecified)	1%	-4%	0%	0%	1%	26%	-6%	0%	-1	12%	15%
O=c1ccn(CCOc2ccc(Cl)cc2)c(=O)[nH]1	-2%	-15%	-2%	u	7%	1%	-9%	-1%	2	-12%	16%
CCCC(=O)N1CCN(c2ccc(C(=O)c3ccc(OC)c(Br)c3)cc2F)CC1	0%	22%	-11%	-3%	0%	-5%[10 µM]	1%	-1%	x	-14%	u
CC(C)(C)C1CCC(=NNC(=O)C(=O)NCc2ccco2)CC1 (stereo unspecified)	-3%	-2%	1%	-4%	2%	5%	2%	-10%	19	9%	-1%
COc1ccccc1CNC(=O)c1oc2ccc(S(=O)(=O)N3CCCC3)cc2c1C	0%	1%	3%	2%	-6%	u	18%	4%	14	7%	u
Clc1ccccc1N=C1NN=C(c2cccs2)CS1	12µM*	19%	2µM*	u	3.2µM*	11µM*	-11%	u	-7	u	u
CCC(CC)c1nnc(NC(=O)CCNC(=O)c2ccccc2Cl)s1	-2%	1%	-6%	1%	-2%	u	-2%	-15%	3	-14%	10%
CCN1CCN(CC(O)COc2ccc3c(c2)CCC3)CC1 (stereo unspecified)	-1%	-15%	-3%	4%	-3%	-9%	2%	-2%	-3	-9%	-7%
COc1ccc(CN2CCC(CO)(CCOc3ccccc3)CC2)cc1C	0%	-5%	-10%	-6%	-7%	-25%	-1%	-3%	-125*	u	7%
CC(OC(=O)Nc1cccc(Cl)c1)C(=O)O (stereo unspecified)	-3%	4%	-2%	-15%	0%	11%	-2%	-1%	-7	13%	-3%

# Compound activity as filed in PubChem BioAssay.
